Screening data (PubChem)
K1F lysis inhibition: protection from phage-mediated lysis, alamar blue read-out – E. coli UTI89, K1F phage, bacterial capsule biogenesis inhibitors (AID 488966); inhibition, % at 100 µM, or IC50 in µM where a hit was titrated; 0.02% of 340,000 active; E. coli UTI89 K1F phage lysis, alamar blue, 2 h; higher % means a stronger effect;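 active = phage lysis inhibition, versus mean bacterial control, above a set limit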;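 note: capsule biogenesis inhibitors block K1F phage lysis so surviving cells raise fluorescence; higher fluorescence means more inhibition of phage lysis; actives were called in the ten point dose series up to 300 µM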
Lipid droplet: modulators of hepatic lipid droplet formation; AML12 mouse hepatocytes, oleate lipid droplets, BODIPY imaging; inhibition, % at 6.5 µM; 0.4% of 240,000 active; AID 1656;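 active = lipid droplet intensity inhibited by at least 50%, with more than 500 cells counted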
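Assay system: AML12 mouse liver cells | Compound: 6.5 µM single-point dosing | Schedule: Overnight exposure | Technique: Fluorescence imaging, 20x objective, two fields per well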
SIAH1 antagonists: blockers of Siah-1 interaction with plectin peptide – biochemical, fluorescence polarization, rhodamine-plectin, uHTS, primary screen (AID 1817). Siah-1 / rhodamine-plectin peptide fluorescence polarization; higher % means a stronger effect. one-dose displacement, % at 20 µM; IC50 in µM for titrated hits. 0.02% of 290,000 active;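 active = displacement of at least 50% at 20 µM, with a fluorescence ratio check between 0.3 and a set limit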;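 note: plate controls were Siah plus tracer with DMSO for no effect and tracer alone without Siah for full effect; strong numbers were not always called active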
Lipid droplet cells 6.5 µM: recorded beside Lipid droplet, whose call it bears; cell count; measured here: cell count, cytotoxicity flag;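 cells counted across two imaged fields per well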
* hit, by the source's call; i = inactive; [ ] = remark or other dose.

Value order: K1F lysis inhibition, Lipid droplet, Lipid droplet cells 6.5 µM, SIAH1 antagonists
CC1=NN(C(C#N)c2ccccc2C)C(c2ccccc2)C1 (stereo not given)
  -0.7%, -2, 804, 0%
COc1ccc(OC)c(/C=N/NC(=S)NCCc2ccccc2)c1
  1.5%[50 µM], 22, 716, -2%
CCOC(=O)COc1ccc(/C=C2/C(=O)NN(c3ccc(F)cc3)C2=O)cc1OC
  -0.5%, 1, 858, 0%
COc1ccc(-c2noc(N3CCC(C(=O)NCCCN4CCC(C)CC4)CC3)n2)cc1
  3.9%, 1, 728, -3%
Cc1ccc(C)c(NC(=S)NCc2ccccc2)c1
  0.1%, -18, 845, 9%
C=CCN1C(=NC(=O)COc2ccc(Cl)cc2)SC2CS(=O)(=O)CC21 (stereo not given)
  0.1%, 28, 805, 1%
c1ccc2c(c1)CCN(C1CCCCC1)C2
  0.2%, -18, 787, 6%
CC(C)NC(=O)CN1CCC(c2nc3ccccc3[nH]2)CC1
  -1.3%, 12, 671, 23%
Cc1ccc(NC(=O)CCc2ccc(C)o2)cc1
  -0.1%, 0, 843, 0%
COc1ccc(Cl)cc1NC(=O)C/C(C)=N/NC(=O)c1ccc(O)cc1
  0.2%, 10, 867, -5%
Cc1cc(C)c(NS(=O)(=O)c2ccc3c(c2)NC(=O)C(C)C(=O)N3)c(C)c1 (stereo not given)
  1.1%, -1, 708, -7%
Cc1ccc(CNC(=O)CNC(=O)[C@@H]2Cc3ccccc3CN2C(=O)OC(C)(C)C)cc1
  -0.3%, 31, 743, 2%
COc1cccc2[nH]c(C(=O)NCCCN3CCCC3=O)cc12
  2.4%, -11, 646, -3%
CCOC(=O)c1[nH]c(C)c(C(=O)/C=C/c2ccc(C(=O)O)cc2)c1C
  0.3%, 7, 860, 5%
O=C(NC1CCCN(Cc2ccccc2F)C1)C1CCC1 (stereo not given)
  1.3%, -2, 804, -3%
O=C(Cn1nnc(-c2ccccc2)n1)N1CCCCC1
  0.4%, 1, 862, -9%
CN(C(=O)c1ccc2c(c1)OCO2)C1CCCCC1
  -0.6%[50 µM], 5, 811, 3%
O=C(CS(=O)(=O)c1cn(CC(=O)N2CCCC2)c2ccccc12)Nc1ccccc1F
  -0.1%, -3, 810, 0%
Cc1ccc(-c2csc(NC3OC(=O)c4ccccc43)n2)cc1 (stereo not given)
  0.4%, 25, 752, 11%
O=C(Nc1ccc(C(=O)O)cc1)Nc1cccc2ccccc12
  0.9%[50 µM], 1, 868, 2%
O=C(c1ccc(S(=O)(=O)N2CCCC2)cc1)N1CCN(c2cccc(Cl)c2)CC1
  1.5%, -1, 878, -1%
O=C(COc1ccccc1)Nc1ccc2[nH]ncc2c1
  0.3%, 10, 835, 0%
COc1cc(/C=C2/C(=N)N3N=C(CC(=O)N4CCOCC4)SC3=NC2=O)ccc1OCc1ccc(F)cc1
  i, -13, 657, 1%
O=C(Nc1ccc(N2CCOCC2)cc1)c1ccc([N+](=O)[O-])o1
  -0.5%, -20, 816, -4%
O=C(Nc1ccc(N2CCN(C(=O)c3cccs3)CC2)cc1)c1ccccc1F
  -0.1%, 2, 788, -8%
Cc1cc(C)cc(NC(=O)c2ccc(S(=O)(=O)N(C)CC3CCCO3)cc2)c1 (stereo not given)
  0.1%, 18, 832, 2%
Cc1ccc(C(=O)N2CCN(c3cccc(C)c3C)CC2)o1
  -0.1%, -6, 845, 4%
Cc1ccc(NC(=O)c2cc3ccccc3o2)cc1
  0.1%, 4, 854, 0%
O=C1C(=O)N(Cc2cccnc2)C(c2ccc(Br)cc2)/C1=C(\O)c1ccc2c(c1)OCCO2 (stereo not given)
  0.0%, -17, 631, 1%
COc1ccc(CC(=S)NCCc2ccccc2)cc1
  -0.1%, 10, 788, 3%
COc1cccc(CN(C)C(=O)c2ccccc2Sc2ccccc2C#N)c1OC
  0.3%[50 µM], -18, 699, 7%
CCOc1ccccc1N1CC(C(=O)N2CCOCC2)CC1=O (stereo not given)
  1.3%, 8, 858, -1%
Cc1cc(=O)oc2cc(NC(=O)c3ccnn3C)ccc12
  -0.1%, 8, 756, 0%
NC(=O)c1cc(S(=O)(=O)NCc2ccc(Br)cc2)cs1
  0.0%, -2, 699, 5%
Cn1ncc(Cl)c1C(=O)Nc1ccc(CN2CCCCC2)cc1
  1.3%[50 µM], -10, 838, -4%
CC(=O)c1ccc(OCc2cc(C(=O)N3CC4C[C@@H]5CC3C[C@H](C4)C5)no2)cc1
  -0.1%, 0, 786, 2%
Cc1nnc(NC(=O)c2ccc(S(=O)(=O)N3CCCCC3C)cc2)o1 (stereo not given)
  0.1%, -1, 821, 3%
CCOCCc1nnc(NC(=O)CS(=O)(=O)Cc2ccccc2)s1
  0.4%, 0, 775, -5%
CN(CCCNC(=O)c1nn(C)c2c1CS(=O)(=O)c1ccccc1-2)Cc1ccccc1
  0.5%, -22, 753, 1%
Cn1c(SCc2cccc(Br)c2)nnc1-c1ccncc1
  0.0%, -9, 771, 16%
Clc1cc(Br)ccc1NCc1cccnc1
  0.2%, -3, 802, 8%
Cc1ccc(C(=O)C(C)OC(=O)CCN2C(=O)C3C4C=CC(C5CC45)C3C2=O)cc1 (stereo not given)
  2.4%[50 µM], -14, 654, 14%
O=C(NC1CC1)C1CCN(C(=O)c2ccccc2Cl)CC1
  0.1%, 8, 726, 1%
COc1cc(Br)c(/C=C/c2ccc3cccc(O)c3n2)cc1OC
  0.1%, -4, 888, 1%
O=C(COc1cc2oc(=O)c3c(c2cc1Cl)CCC3)N1C[C@H]2C[C@@H](C1)c1cccc(=O)n1C2
  6.5%, -6, 813, -2%
COc1ccc(NC(=O)CCC(=O)Nc2ccc3nc(N4CCOCC4)cc(C)c3c2)c(OC)c1
  0.5%, 36, 844, 3%
CCOC(=O)N1CCN(C(=O)C2CCCN(c3ncnc4c3nc3n4CCCCC3)C2)CC1 (stereo not given)
  0.3%, -10, 817, 6%
Cc1cc(OC(C)C(=O)N(Cc2ccco2)C2CCS(=O)(=O)C2)ccc1Cl (stereo not given)
  7.2%, -7, 738, -1%
Cc1nn(CC(=O)N2CCN(C)CC2)c(=O)c2c1sc1ccccc12
  -0.4%, -1, 758, -2%
COC(=O)CN1C(=O)[C@H]2[C@@H](c3ccc(C)o3)N3C(=O)CN(Cc4ccccn4)C(=O)[C@@]3(C)[C@H]2C1=O
  -0.3%, 0, 830, 1%
Cc1ccc(NS(=O)(=O)c2cc(C(=O)NCc3ccncc3)ccc2C)cc1
  0.3%, -6, 682, 4%
COc1ccc(C(=O)NC2CC2)cc1OC1CCN(Cc2cc(C)cc(C)c2)CC1
  2.3%[50 µM], 2, 812, 11%
CC1CCN(S(=O)(=O)c2cn(CC(=O)N3CCN(c4cccc(C(F)(F)F)c4)CC3)cn2)CC1
  0.6%, -44, 643, 5%
COC(=O)C1=CN(c2ccc(F)cc2)C=C(C(=O)OC)C1c1ccc(O)cc1
  0.3%[50 µM], -15, 398, -4%
CN1CCN(NS(=O)(=O)c2ccc(Cl)cc2)CC1
  0.3%, -9, 806, 9%
CCOc1c([N+](=O)[O-])cc2c(C)c(C(=O)N3CCN(C)CC3)oc2c1OCC
  0.1%, -8, 750, 5%
CNc1nc(N)c([N+](=O)[O-])c(NC2CCCCC2)n1
  0.4%[50 µM], 24, 832, 2%
CCn1cc(S(=O)(=O)NCCc2ccccc2OC)cn1
  0.1%, 2, 888, 0%
CC(=O)Nc1cccc(C(=O)OCCCOc2ccc(F)cc2)c1
  -0.2%, -1, 815, 0%
COc1ccccc1NC(=O)COc1ccc2c(c1)OCO2
  1.7%[50 µM], -1, 834, 1%

Further results
Value order: K1F lysis inhibition, Lipid droplet, Lipid droplet cells 6.5 µM, SIAH1 antagonists
CCC1Oc2ccccc2N(CC(=O)NC2CCCCC2)C1=O (stereo not given)
  -0.2%, -12, 762, -9%
O=C(O)C1CCCN(S(=O)(=O)c2ccc(-c3ccc(=O)[nH]n3)s2)C1 (stereo not given)
  0.1%, -2, 733, 0%
O=C(N/N=C/c1ccoc1)c1ccc(Cl)cc1
  2.3%[50 µM], 5, 622, 5%
Cc1ccnc(SC2CC(=O)N(c3ccc(Br)cc3)C2=O)n1 (stereo not given)
  0.9%, 14, 822, -2%
COc1ccc(/C(C)=N/NC(=O)c2nnn(-c3nonc3N)c2-c2cccs2)cc1OC
  0.3%, -40, 613, 17%
Cc1cccc(-c2nc(CS(=O)CC(=O)NC3CCCC(C)C3C)c(C)o2)c1 (stereo not given)
  0.1%, -12, 706, -2%
CS(=O)(=O)N(CC(=O)N1CCN(Cc2ccccc2)CC1)c1ccc(F)cc1
  0.3%, 0, 850, -1%
Cc1ccc(OCCCCNC(C)c2ccccc2)c(C)c1 (stereo not given)
  2.2%, -5, 773, 6%
CCCCN(C)CC(O)Cn1cc(/C=C/C(=O)c2ccc(OCC)cc2)c2ccccc21 (stereo not given)
  0.5%[50 µM], 7, 814, -6%
O=C(CSc1nccn1Cc1ccco1)Nc1ccc(F)cc1
  1.3%[50 µM], -7, 681, 6%
Cc1c(Cl)cccc1NC(=O)C1CCN(c2cnccn2)CC1
  2.1%, -6, 874, -2%
O=C(NNC(=O)C1CC(c2cccs2)=NO1)Nc1ccc(Cl)cc1 (stereo not given)
  1.0%[50 µM], 9, 872, 37%
CCS(=O)(=O)Nc1cccc(-c2cn3c(n2)SCC3)c1
  0.2%, -11, 733, -3%
CCCCN(C(=O)CCCc1nc2ccccc2c(=O)[nH]1)c1c(N)n(CCCC)c(=O)[nH]c1=O
  -0.1%, -4, 825, 9%
CCCc1cc(=O)oc2cc(OCC(=O)Nc3ccc(S(N)(=O)=O)cc3)ccc12
  0.2%, -7, 715, 16%
COc1ccccc1N1CCN(C(=O)c2noc(C(C)C)c2[N+](=O)[O-])CC1
  0.1%, 4, 708, 0%
Cc1ccc(NC2CCCN(C(=O)c3ccc(C)c(N4CCNC4=O)c3)C2)cc1C (stereo not given)
  -0.1%, -11, 708, 5%
CCOC(=O)[C@@H]1[C@H]2COc3ccccc3[C@@H]2N2C(=O)N(c3ccc(Cl)cc3)C(=O)[C@]12C
  1.3%, -6, 789, 2%
COc1cccc(/C=C/c2ccc3cccc(O)c3n2)c1
  0.0%, 19, 830, 4%
CSc1ncccc1C(=O)OCC(=O)N(CC(C)C)c1c(N)n(Cc2ccccc2)c(=O)[nH]c1=O
  0.3%, 0, 836, 10%

Full records from above.
`COc1cccc(/C=C/c2ccc3cccc(O)c3n2)c1` reads K1F lysis inhibition: 0.0%; Lipid droplet: 19; Lipid droplet cells 6.5 µM: 830; SIAH1 antagonists: 4%
`COc1ccc(/C(C)=N/NC(=O)c2nnn(-c3nonc3N)c2-c2cccs2)cc1OC` reads K1F lysis inhibition: 0.3%; Lipid droplet: -40; Lipid droplet cells 6.5 µM: 613; SIAH1 antagonists: 17%

More compounds follow:
Value order: K1F lysis inhibition, Lipid droplet, Lipid droplet cells 6.5 µM, SIAH1 antagonists
Clc1ccc(Cn2ccc3ccccc32)cn1
  0.2%, -1, 846, -1%
CCOc1ccccc1C(=O)NC(C)c1ccc(-n2ccnc2)cc1 (stereo not given)
  1.0%[50 µM], -2, 817, 8%
Cc1ccc(CNC(=S)NC2CCC(C(C)(C)C)CC2)cc1 (stereo not given)
  -0.1%, 6, 876, -1%
CN(C)CCCN(C(=O)c1ccc(S(=O)(=O)N2CCCC2)cc1)c1nc2ccc(Br)cc2s1
  -0.4%, -3, 648, -4%
C/C(=N\NS(=O)(=O)c1ccc([N+](=O)[O-])cc1)c1c[nH]c2ccccc12
  -0.3%[50 µM], 16, 775, 3%
O=C(Nc1ccc(Cl)cn1)C1CCN(c2ncnc3c2nc2n3CCCCC2)CC1
  -0.2%, -6, 719, 1%
O=C(Nc1cccc(Cl)c1N1CCOCC1)c1ccc(Br)o1
  0.0%, -8, 712, 3%
CCOc1ccccc1NC(=O)c1ccc2nc[nH]c2c1
  0.2%, -3, 783, -1%
CC(C)CN1CCN(C(=O)CCc2nnc(Cc3c[nH]c4ccccc34)o2)[C@@H](C)C1=O
  0.1%, -1, 706, -6%
FC(F)(F)c1cccc(CNC2CCN(Cc3ccccc3)CC2)c1
  0.3%, -3, 789, -1%

Sorted by molecular weight (rising): some entries from above.
Value order: K1F lysis inhibition, Lipid droplet, Lipid droplet cells 6.5 µM, SIAH1 antagonists
Clc1ccc(Cn2ccc3ccccc32)cn1
  0.2%, -1, 846, -1%
CCOc1ccccc1NC(=O)c1ccc2nc[nH]c2c1
  0.2%, -3, 783, -1%
C/C(=N\NS(=O)(=O)c1ccc([N+](=O)[O-])cc1)c1c[nH]c2ccccc12
  -0.3%[50 µM], 16, 775, 3%
O=C(Nc1cccc(Cl)c1N1CCOCC1)c1ccc(Br)o1
  0.0%, -8, 712, 3%
CC(C)CN1CCN(C(=O)CCc2nnc(Cc3c[nH]c4ccccc34)o2)[C@@H](C)C1=O
  0.1%, -1, 706, -6%
O=C(Nc1ccc(Cl)cn1)C1CCN(c2ncnc3c2nc2n3CCCCC2)CC1
  -0.2%, -6, 719, 1%

Not all compounds are listed (hit frequency here may not be typical).
